ER stress surv – ER stress cell death inhibition | CSM14.1 thapsigargin ER stress survival, ATP luminescence | relative survival (cellular ATP), % at 15 µg/mL (by protocol) | 0.33% of 48,000 active;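 active = survival measured by cellular ATP above 50% at 15 µg/ml in the first screen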;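 also: cell death triggered by about 15 µM thapsigargin; ATP read 24 h after thapsigargin was added; plate controls were thapsigargin with DMSO for no effect and DMSO without thapsigargin for full effect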
Numbers without * were called inactive; & = joins results of further samples. These rows are one share of the data; the hit share may differ from the screen's.

SMILES	ER stress surv
COC(=O)c1[nH]cnc1C(=O)Nc1ccc(C)cc1C(=O)c1ccccc1	8
CCOC(=O)Nc1sc(C)c(CC)c1C(=O)OC	-2
O=S1(=O)CCC(NS(=O)(=O)c2ccc(F)cc2)C1 (stereo not drawn)	-4
COCCCNCCCCOc1cc(C)cc(C)c1C	-4
Cc1ccc(NC(=O)c2cc(C(=O)Nc3ccc(C)c(C)c3)cc(N3C(=O)c4ccccc4C3=O)c2)cc1C	12
COc1cccc(N2C(=O)/C(=C/c3cc(OC)c(OC)c(OC)c3)SC2=S)c1	7
O=C(COc1ccccc1[N+](=O)[O-])Nc1ccc(-c2nc3ncccc3o2)cc1	0
CCOC(=O)C1CCN(CN2C(=O)C(=O)c3cc(Br)ccc32)CC1	-1
O=Cc1ccc(-c2cc(C(F)(F)F)cc(C(F)(F)F)c2)o1	-2
COC(=O)CSc1nc(N)c(C#N)c(-c2ccc(OC)cc2)c1C#N	7
COc1cccc(OCCCCS)c1	7
CC(=O)N(C)c1ccc(NC(=O)c2ccc([N+](=O)[O-])cc2)cc1	10
C=CCN1C(=O)c2ccccc2C1(O)c1ccc(OC)cc1 (stereo not drawn)	9
CCOC(=O)c1ccc(N2NC(=O)/C(=C/C=C/c3cccc([N+](=O)[O-])c3)C2=O)cc1	16
O=[N+]([O-])c1ccc(NCCCNS(=O)(=O)c2ccc(Cl)cc2)c(Cl)c1	5
Cc1ccc2oc(-c3ccc(NC(=O)c4ccc(Br)o4)c(C)c3)nc2c1	6
CCCc1nn2c(N)c(/C=C3\C=C(Br)C=CC3=O)c(=O)nc2s1	-4
CCN(CC)c1ccc(/C=N/Nc2nn[nH]n2)c(O)c1	4
CCOC(=O)Oc1ccc2c3c(c(=O)oc2c1)CCC3	7
CCOC(=O)c1c(NC(=O)Cc2ccc(Cl)cc2)sc(C(=O)Nc2ccccc2)c1C	0
O=C(c1ccc(Cl)cc1)N1CCN=C1c1ccccc1	9
O=C(Nc1ccc(NS(=O)(=O)c2ccc(Cl)cc2)cc1)c1ccccc1	2
Cc1ccc(N(CC(=O)NCc2cccnc2)S(=O)(=O)c2ccc(F)cc2)cc1	-3
Cc1ccccc1NCC(=O)N/N=C\c1ccc(Cl)c([N+](=O)[O-])c1	7
CCOc1cccc(/C=N/NC(=O)CSc2nc3ccccc3n2CC)c1O	14

Structural class, those above with a furan ring, fused or not.
SMILES	ER stress surv
O=Cc1ccc(-c2cc(C(F)(F)F)cc(C(F)(F)F)c2)o1	-2
Cc1ccc2oc(-c3ccc(NC(=O)c4ccc(Br)o4)c(C)c3)nc2c1	6

Copied from the list.
Under ER stress surv, CCOC(=O)C1CCN(CN2C(=O)C(=O)c3cc(Br)ccc32)CC1 has -1
Under ER stress surv, CCCc1nn2c(N)c(/C=C3\C=C(Br)C=CC3=O)c(=O)nc2s1 has -4
Under ER stress surv, CCOC(=O)Nc1sc(C)c(CC)c1C(=O)OC has -2

Following part
SMILES	ER stress surv
CCOC(=O)c1sc(-n2nc(C)cc2C)nc1C	0
C=CCOc1ccc(Cl)cc1/C=C1/C(=N)N2N=C(CCC)SC2=NC1=O	2
CC1=C(C(=O)OCc2ccccc2)C(c2cccc(Cl)c2Cl)C2=C(CCCC2=O)N1 (stereo not drawn)	0
O=c1c2c([nH]n1-c1ccccc1)CCC2	7
CCc1ccccc1NC(=O)c1ccc(I)cc1	-1
COc1cc(C(=O)NCc2ccc(C(C)C)cc2)cc(OC)c1OC	12
Cc1ccc(S(=O)(=O)Nc2ccccc2C(O)C[N+](=O)[O-])cc1 (stereo not drawn)	-1
CC1CCN(C(=O)c2ccccc2N(Cc2ccccc2)S(=O)(=O)c2ccccc2)CC1	9
Cc1ccc2c(c1)C(C)CC(C)(C)N2C(=O)Nc1ccccc1 (stereo not drawn)	5
NS(=O)(=O)c1ccc(CCNC2CC(=O)N(CCc3ccccc3)C2=O)cc1 (stereo not drawn)	0
Cc1nc(SCc2ccccc2)nc2ccccc12	-1
C/C=C/C(=O)N1c2ccc(OC)cc2C(C)=CC1(C)C	2
CCNC(=O)/C(C#N)=C/c1ccc(Cl)cc1Cl	3
COC(=O)c1ccccc1NC(=O)CN(c1ccc(C)cc1)S(=O)(=O)c1ccc(SC)cc1	11
CC(=O)Nc1ccc(S(=O)(=O)N(c2cc([N+](=O)[O-])ccc2F)S(=O)(=O)c2ccc(NC(C)=O)cc2)cc1	5
Cc1ccc(-c2nc3sc4c(c3c(=O)[nH]2)CCCC4)cc1[N+](=O)[O-]	12
Cc1cc(C)n(C2=NNC(n3nc(C)cc3C)=NN2)n1	22
Cc1ccc(C2/C(=C(\O)c3ccccc3)C(=O)C(=O)N2CCN(C)C)cc1 (stereo not drawn)	3
CC(=O)NS(=O)(=O)c1ccc(NS(=O)(=O)c2ccc([N+](=O)[O-])cc2)cc1	11
O=C(/C=C/c1ccco1)Nc1sc2c(c1C(=O)O)CCC2	0
Cc1cccc(C)c1OCC(=O)Nc1ccc(C(=O)Nc2ccccc2C(=O)O)cc1	5
O=S(=O)(Nc1ccc(O)cc1)c1ccc(Br)cc1	4
CCc1ccccc1NC(=O)c1cc2n(n1)C(C(F)(F)F)CC(c1ccccc1)N2 (stereo not drawn)	10
CC12CCC(C(=O)N(c3nc(-c4ccccc4)cs3)C1=O)C2(C)C (stereo not drawn)	15
O=C(O)C1C2C=CC(C2)C1C(=O)Nc1cccnc1 (stereo not drawn)	6
New compounds follow
SMILES	ER stress surv
CC(=O)C1=C(C)NC(=S)NC1c1ccc(O)cc1 (stereo not drawn)	7
O=C1NN(c2cccc(Cl)c2)C(=O)/C1=C\c1ccc(-c2cccc(C(=O)O)c2)o1	-4
COc1ccc(CC(=O)NCCC2=CCCCC2)cc1	6
COc1ccc(/C=C2/SC(=O)N(CCC(=O)Nc3ccc(S(N)(=O)=O)cc3)C2=O)cc1	18
COc1ccc(-n2c(=S)[nH]c3sc4c(c3c2=O)CCN(Cc2ccccc2)C4)cc1	7&-8
CCOc1ccccc1N1C(=O)NC(=O)C(=Cc2ccc(OC)cc2)C1=O	1
CCCCCc1ccc(-c2ccc(OC(F)F)cc2)nc1	1
Cc1ccc2c(C)nc(Nc3nc(O)c(C)c(=O)[nH]3)nc2c1	-2
C1CN(CC2CSC(=NC34CC5CC(CC(C5)C3)C4)O2)CCO1 (stereo not drawn)	-2
O=C(/C=C/c1ccc(-c2ccc(Cl)cc2Cl)o1)Nc1cccnc1	-7
CSc1ccccc1NC(=O)CSc1nc2ccccc2s1	0
Cc1cccc(NC(=O)c2ccc3c(c2)OCO3)n1	5
CC1(C)Oc2ccc3ccc(=O)oc3c2/C(=C/N2CCOCC2)C1=O	-14
O=C(COc1ccc(Br)cc1)NNC(=O)Nc1ccccc1	1
c1ccc2cc(OCCOCCOc3ncnc4ccccc34)ccc2c1	3
CS(=O)(=O)NCCNc1cc(Cl)ccc1[N+](=O)[O-]	-1
COC(=O)c1ccccc1NC1=NS(=O)(=O)c2ccccc21	-2
COCC(=O)N/N=C/c1ccc(OC/C=C/Cl)cc1	0
S=C(Nc1ccccc1)Nc1ccc(Nc2ccccc2)cc1	-5
Oc1ccc(/C=N/N2CCN(Cc3cccc4ccccc34)CC2)cc1O	3
CCOc1ccc(C=C2C(=O)NC(=S)NC2=O)cc1Cl	4
NS(=O)(=O)c1ccc(Oc2ccc([N+](=O)[O-])cc2)cc1	0
O=C(NCc1ccccn1)C(Sc1ccccc1)c1ccccc1 (stereo not drawn)	8
O=C(Cc1ccccc1)Nc1ccncc1	6
COc1cc(NC(=O)c2cccc([N+](=O)[O-])c2)cc(OC)c1	6
New compounds follow.
SMILES	ER stress surv
CCNc1cc(Nc2ccc(C)cc2)c2c3c(onc13)-c1ccccc1C2=O	-3
CCOC(=O)c1sc(NC(=O)CCCOc2ccc(Cl)cc2Cl)nc1C	1
Cc1ccc(N=C2NC(=O)/C(=C\c3ccc(C)o3)S2)cc1	0
Cc1cc(NC(=O)c2ccc(C(C)(C)C)cc2)ccc1NC(=O)c1ccco1	-1
CN1C(=O)C(=Cc2ccccc2OCc2ccccc2F)C(=O)N(C)C1=O	20
O=C(c1ccccc1)c1cccc(NC(=O)C2CCCCC2)c1	7
O=C(O)c1cccc(NC(=O)c2ccccc2F)c1	3
CC1(C)CC(=O)C(C=NCC2CCN(C(=O)Nc3ccc(Cl)c(Cl)c3)CC2)=C(O)C1	6
N#C/C(=C\c1cccs1)c1nc(-c2ccc(Br)cc2)cs1	6
COc1ccc(CCN2C(=O)CC(N3CCN(Cc4ccc5c(c4)OCO5)CC3)C2=O)cc1OC (stereo not drawn)	7
COc1ccc(CC(=O)N2CCN(C(=O)Cc3ccc(OC)cc3)CC2)cc1	9
COc1c([N+](=O)[O-])c(=O)oc2ccccc12	4
Cc1ccc2[nH]c3nc(N/N=C/c4ccc(-c5ccc(Cl)cc5)o4)nnc3c2c1	5
COc1ccc(OC)c(NC(=O)CN(c2ccccc2OC)S(=O)(=O)c2ccccc2)c1	10
CCOC(=O)C1CCN(C(=O)Cc2ccc(Cl)cc2)CC1	2
CCOC(=O)c1c(NC(=O)C2c3ccccc3Oc3ccccc32)sc(C(C)=O)c1C	3
COc1cccc(OC)c1C(=O)NCC1CCCO1 (stereo not drawn)	-3
Cc1cccc(OCCOCCN2CCN(C)CC2)c1	-5
COc1ccc(OC)c(/C=C/C(=O)NCC2CCCO2)c1 (stereo not drawn)	5
O=C(COc1cccc2ccccc12)NCc1ccccn1	-3
O=C(Nc1ccc(Nc2ccccc2)cc1)c1ccc([N+](=O)[O-])cc1	3
Cc1cccc(N2C(=O)C(=O)/C(=C(\O)c3ccccc3)C2c2cccc([N+](=O)[O-])c2)c1 (stereo not drawn)	4
O=C(COc1ccc2ccccc2c1)Nc1ccc(O)c(-c2nc3ccccc3o2)c1	-3
Cc1cccc(C(=O)NC(NC(=O)c2cccc(C)c2)c2cccc([N+](=O)[O-])c2)c1	-1
Cc1cc(C)cc(NC(=O)c2ccc([N+](=O)[O-])c(C)c2)c1	-8

Continued; the last 2 above are carried over.
SMILES	ER stress surv
Cc1cccc(C(=O)NC(NC(=O)c2cccc(C)c2)c2cccc([N+](=O)[O-])c2)c1	-1
Cc1cc(C)cc(NC(=O)c2ccc([N+](=O)[O-])c(C)c2)c1	-8
Cc1ccc2c(c1)C(c1ccccc1C(F)(F)F)CC(=O)N2 (stereo not drawn)	0
COC(=O)C1=C(C)NC2=C(C(=O)c3ccccc32)C1c1ccc(OCc2ccc(F)cc2)c(OC)c1 (stereo not drawn)	8
O=C(Cc1ccccc1)Nc1ccccc1C(=O)N1CCCCCC1	10
COc1cc2c(cc1OC)C1(CCCC1)CNC2c1cccc([N+](=O)[O-])c1 (stereo not drawn)	-2
CCOC(=O)COc1ccc(/C=C2\C(=O)NC(=O)N(c3ccc(C(C)(C)C)cc3)C2=O)cc1OC	6
COC(=O)c1ccccc1Nc1ccn2c(=O)c3ccccc3nc2n1	3
CC(=O)c1ccc(C(C)(C)C)cc1NC(=O)c1ccccc1	5
Cc1ccc(-n2nc3ccc(NC(=O)c4ccc([N+](=O)[O-])cc4Cl)cc3n2)cc1	2
O=C(Nc1ccc2ccccc2c1)C1CC(=O)N(c2cccc([N+](=O)[O-])c2)C1 (stereo not drawn)	3
Cc1ccc(C(=O)c2coc3c2C(=O)c2ccccc2C3=O)cc1	0
Cc1ccc(-c2ccc(C(=O)Nc3ccc([N+](=O)[O-])cc3C)o2)cc1Cl	-2
CC1(C)CC(=O)c2sc(NC(=O)c3ccc(C(=O)c4ccccc4)cc3)nc2C1	3
O=S(=O)(Nc1ccccn1)c1ccc(-c2ccccc2)cc1	9
Cc1ccc(C(=O)Nc2cccc(C(=O)O)c2)cc1S(=O)(=O)N1CCCCC1	8
Cc1occc1C(=O)Nc1ccc(I)cc1C(=O)O	0
Cc1cccc(-n2c(C)cc(C=C3C(=O)c4ccccc4C3=O)c2C)c1	2
COC(=O)c1ccc(NC(NC=O)C(Cl)(Cl)Cl)cc1 (stereo not drawn)	2
c1ccc(Oc2cccc(CSc3nnc4c(n3)[nH]c3ccccc34)c2)cc1	8
CNc1nc(C)nc(-n2nc(C)cc2C)n1	11
O=C(NC1CCCCC1)c1cccc(Cl)c1	10
O=C(c1ccncc1)N1N=C(c2cccc([N+](=O)[O-])c2)CC1(O)C(F)(F)F (stereo not drawn)	2
O=C1NN(c2ccc(Br)cc2)C(=O)/C1=C\c1ccc(O)cc1O	9
Cc1ccc(NC(=O)c2cc3ccccc3cc2O)c(C)c1	4
Cc1ccc(NC(=O)C(=O)NCc2ccco2)c(C)c1	10
CN(C)c1ccc(N2C(=O)C=CC2=O)cc1	-3
CC(=O)N(C)c1ccc(NC(=O)c2ccccc2[N+](=O)[O-])cc1	6
O=C1C(=O)N(Cc2ccc(Cl)cc2)c2ccccc21	-3
CN(c1ccccc1)c1ccc(/C=C2\C(=O)ON=C2c2ccccc2)cc1	0
Cc1cccc(/C=N/NC(=O)C2COc3ccccc3O2)c1O (stereo not drawn)	4

Sorted by molecular weight (smallest number first): part of the list above.
SMILES	ER stress surv
Cc1ccc(NC(=O)C(=O)NCc2ccco2)c(C)c1	10
CC(=O)N(C)c1ccc(NC(=O)c2ccccc2[N+](=O)[O-])cc1	6
COC(=O)c1ccccc1Nc1ccn2c(=O)c3ccccc3nc2n1	3
O=C(c1ccncc1)N1N=C(c2cccc([N+](=O)[O-])c2)CC1(O)C(F)(F)F (stereo not drawn)	2
Cc1ccc(C(=O)Nc2cccc(C(=O)O)c2)cc1S(=O)(=O)N1CCCCC1	8
CC1(C)CC(=O)c2sc(NC(=O)c3ccc(C(=O)c4ccccc4)cc3)nc2C1	3
COC(=O)C1=C(C)NC2=C(C(=O)c3ccccc32)C1c1ccc(OCc2ccc(F)cc2)c(OC)c1 (stereo not drawn)	8

Source: PubChem (Sanford-Burnham Center for Chemical Genomics)
